Screens: PubChem BioAssay, Vanderbilt High Throughput Screening Facility
Cav3 T inh – Cav3.2 calcium influx blockers – cell-based, Fluo-4 calcium fluorescence, FDSS, MLSMR library, primary screen; AID 449739, 2010; B-score at 10 µM; Cav3.2-expressing cells; active compounds read low; 100,000 tested, 4% active; Voltage-dependent T-type calcium channel subunit alpha-1H (Homo sapiens), O95180;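 active = single-dose well whose peak fluorescence ratio is a statistical outlier from its plate by either plate-standardised score or position-corrected B-score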
Target sequence (O95180 whole entry, looked up): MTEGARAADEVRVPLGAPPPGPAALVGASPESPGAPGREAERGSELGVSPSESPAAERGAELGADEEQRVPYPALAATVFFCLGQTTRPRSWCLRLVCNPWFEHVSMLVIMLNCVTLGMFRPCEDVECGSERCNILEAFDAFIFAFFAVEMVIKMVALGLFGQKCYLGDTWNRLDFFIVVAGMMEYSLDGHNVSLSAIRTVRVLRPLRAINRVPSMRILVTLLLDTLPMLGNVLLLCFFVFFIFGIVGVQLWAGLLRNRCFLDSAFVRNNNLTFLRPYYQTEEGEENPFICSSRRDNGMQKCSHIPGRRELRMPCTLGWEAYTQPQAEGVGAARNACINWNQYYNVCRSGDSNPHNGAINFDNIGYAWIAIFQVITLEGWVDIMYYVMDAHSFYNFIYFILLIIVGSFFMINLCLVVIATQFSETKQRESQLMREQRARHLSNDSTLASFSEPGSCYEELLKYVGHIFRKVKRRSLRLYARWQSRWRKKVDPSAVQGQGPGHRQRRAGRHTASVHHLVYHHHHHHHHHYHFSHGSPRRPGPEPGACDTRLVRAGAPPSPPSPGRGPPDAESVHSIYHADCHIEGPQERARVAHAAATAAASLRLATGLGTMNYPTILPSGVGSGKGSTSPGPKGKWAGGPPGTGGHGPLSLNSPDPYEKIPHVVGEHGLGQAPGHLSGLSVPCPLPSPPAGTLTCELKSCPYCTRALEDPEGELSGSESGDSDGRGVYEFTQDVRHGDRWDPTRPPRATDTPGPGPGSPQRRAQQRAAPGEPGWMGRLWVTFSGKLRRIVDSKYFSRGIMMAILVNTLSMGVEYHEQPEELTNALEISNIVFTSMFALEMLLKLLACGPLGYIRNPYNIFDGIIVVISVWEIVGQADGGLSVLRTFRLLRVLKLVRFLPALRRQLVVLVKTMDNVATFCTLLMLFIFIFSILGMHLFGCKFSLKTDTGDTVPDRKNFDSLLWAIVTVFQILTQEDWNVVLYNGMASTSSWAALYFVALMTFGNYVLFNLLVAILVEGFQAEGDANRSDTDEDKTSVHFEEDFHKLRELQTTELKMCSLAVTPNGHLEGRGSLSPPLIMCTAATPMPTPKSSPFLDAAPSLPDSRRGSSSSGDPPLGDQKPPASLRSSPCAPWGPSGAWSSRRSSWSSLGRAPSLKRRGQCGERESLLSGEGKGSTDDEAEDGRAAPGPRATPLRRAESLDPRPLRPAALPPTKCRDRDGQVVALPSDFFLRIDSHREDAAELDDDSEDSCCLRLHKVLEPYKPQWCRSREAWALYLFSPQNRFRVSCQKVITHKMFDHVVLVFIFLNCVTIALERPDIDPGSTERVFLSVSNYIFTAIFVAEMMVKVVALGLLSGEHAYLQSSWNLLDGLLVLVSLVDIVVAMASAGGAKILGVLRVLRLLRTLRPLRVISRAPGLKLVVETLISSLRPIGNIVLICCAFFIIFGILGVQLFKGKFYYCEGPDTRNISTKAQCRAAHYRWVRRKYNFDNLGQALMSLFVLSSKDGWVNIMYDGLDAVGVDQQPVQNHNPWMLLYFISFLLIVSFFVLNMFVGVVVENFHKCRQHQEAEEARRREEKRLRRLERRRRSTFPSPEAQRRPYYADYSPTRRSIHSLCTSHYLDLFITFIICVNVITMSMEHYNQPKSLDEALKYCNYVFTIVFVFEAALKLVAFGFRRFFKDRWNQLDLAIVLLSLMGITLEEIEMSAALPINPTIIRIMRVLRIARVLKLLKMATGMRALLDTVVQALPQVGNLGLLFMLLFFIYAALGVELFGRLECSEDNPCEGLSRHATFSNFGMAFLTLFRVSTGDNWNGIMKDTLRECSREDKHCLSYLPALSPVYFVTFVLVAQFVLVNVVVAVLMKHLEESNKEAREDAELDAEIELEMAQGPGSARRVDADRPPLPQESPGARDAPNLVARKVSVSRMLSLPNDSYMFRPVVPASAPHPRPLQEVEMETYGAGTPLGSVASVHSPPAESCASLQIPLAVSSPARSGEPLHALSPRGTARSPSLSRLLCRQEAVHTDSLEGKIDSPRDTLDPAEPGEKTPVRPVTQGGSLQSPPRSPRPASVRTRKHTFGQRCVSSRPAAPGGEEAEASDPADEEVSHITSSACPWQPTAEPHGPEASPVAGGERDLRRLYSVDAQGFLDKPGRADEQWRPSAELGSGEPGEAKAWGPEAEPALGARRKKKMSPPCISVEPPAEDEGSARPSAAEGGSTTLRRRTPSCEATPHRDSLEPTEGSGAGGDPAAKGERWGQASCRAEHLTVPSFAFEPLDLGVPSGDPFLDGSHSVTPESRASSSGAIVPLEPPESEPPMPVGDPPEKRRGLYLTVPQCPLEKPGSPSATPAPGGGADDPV
The depositor's hits bear a star. These rows are one share of the data. The share of hits here may be higher or lower than overall.

CCOC(=O)C1=C(N)OC2=C(C(=O)CCC2)C1c1ccccc1OCC (stereo not given) was read as Cav3 T inh -0.056.
For CC(CC(=O)NCc1ccccc1)C1CCCO1 (stereo not given) the results were Cav3 T inh -0.2.
For CC(=O)Nc1ccc(S(=O)(=O)Nc2ccc(NC(=O)c3ccco3)cc2)cc1 the results were Cav3 T inh 0.45.
For O=C1C(C=Nc2ccccc2)=C(O)c2ccccc21 the results were Cav3 T inh 0.62.
CCC1(c2ccccc2)NC(=O)N(CC(=O)Nc2ccc3c(c2)OCO3)C1=O (stereo not given) was read as Cav3 T inh 0.0011.
CCSc1nc(N)c(C#N)c(-c2ccco2)c1C#N was read as Cav3 T inh -0.5.
For COc1ccc(N2CCN(C(=O)CSc3nnc(CNc4ccccc4)o3)CC2)cc1 the results were Cav3 T inh 0.031.
Screening COc1ccc(-n2cnnc2SCC(=O)N2CCN(S(=O)(=O)c3ccccc3)CC2)cc1 returned Cav3 T inh -0.99.
Screening CC(C)(C)C(=O)Nc1nnc(Cc2ccccc2)s1 returned Cav3 T inh -0.19.
O=C(c1ccc(S(=O)(=O)N2CCCCC2)cc1)N1CCN(Cc2ccc3c(c2)OCO3)CC1 was read as Cav3 T inh 0.42.
CC(C)N(C(=O)Cn1c(SCC(=O)NCc2ccc3c(c2)OCO3)nc2ccccc21)C(C)C was read as Cav3 T inh 1.9.
Screening Cc1cc(OCC(F)(F)C(F)(F)C(F)(F)C(F)F)nc(N)n1 returned Cav3 T inh -0.06.
Screening CCOC(=O)c1cnc2c(-c3ccc(Cl)cc3)c(C)nn2c1N returned Cav3 T inh -0.71.
Screening COc1ccc(C2C(C(=O)O)CC(=O)N2c2ccc(OC)cc2)cc1 (stereo not given) returned Cav3 T inh 0.0046.
For COc1cc(C(=O)Nc2cccc(-c3nc4ncccc4o3)c2C)cc(OC)c1OC the results were Cav3 T inh -0.0017.
For Cc1cccc(C)c1OCCCCn1cnc2ccccc2c1=O the results were Cav3 T inh -1.5.
COC(=O)c1cccc(NS(C)(=O)=O)c1C was read as Cav3 T inh -1.1.
For Cn1cc(C(=O)c2ccc(Cl)cc2Cl)cc1C(=O)N/N=C(\N)COc1cccc(C(F)(F)F)c1 the results were Cav3 T inh -8.4*.
Screening CCOC(=O)c1cc2c(n(-c3ccc(C)cc3)c1=O)CCCC2=O returned Cav3 T inh 0.81.
For O=C(NCc1ccncc1)Nc1cccc(Cl)c1 the results were Cav3 T inh 0.87.
Screening Cc1cc(C(=O)CN2C(=O)c3ccccc3C2=O)c(C)n1Cc1cccs1 returned Cav3 T inh 1.
For CC(C)C(NC(=O)OCc1ccccc1)C(=O)OCC(=O)N1CCCCC1 (stereo not given) the results were Cav3 T inh 0.68.
CC(C)(C)OC(=O)NCc1nc(N)n[nH]1 was read as Cav3 T inh -0.036.
`NC(=O)[C@@H]1CC2(CC(c3cccc(NC(=O)COc4ccc(Cl)cc4)c3)=NO2)CN1C(=O)c1ccccc1` (stereo not given in full) gave Cav3 T inh -0.45.
`FC(F)Oc1ccccc1C1CC(c2ccc(Br)s2)Nc2ncnn21` (stereo not given) gave Cav3 T inh -3.1.
Screening CC1CCN(C(=O)Cn2nc(C(F)(F)F)c3c2CCCC3)CC1 returned Cav3 T inh 0.015.
`CCSc1nnc(NC(=O)CCc2ccccc2)s1` gave Cav3 T inh -0.11.
For CCCS(=O)(=O)Nc1cc(C(F)(F)F)ccc1OCCOC the results were Cav3 T inh -0.083.
For COc1ccc(C)c2sc(N3CCCC3)nc12 the results were Cav3 T inh -0.19.
For Cc1noc(C)c1S(=O)(=O)N1CCC(C(=O)NCCc2ccc(S(N)(=O)=O)cc2)CC1 the results were Cav3 T inh 0.0051.
For CC1CN(c2ccc(Oc3ccccc3)cc2)c2nc3c(c(=O)[nH]c(=O)n3C)n2C1 (stereo not given) the results were Cav3 T inh 0.21.
For Cc1ccc(C)n1-n1cnc2scc(-c3cccs3)c2c1=O the results were Cav3 T inh -1.7.
For CC(=O)C1=C(O)C(=O)N(Cc2cccnc2)C1c1ccccc1Cl (stereo not given) the results were Cav3 T inh 0.18.
For CCN(Cc1ccccc1)C(=O)CCc1nc(-c2ccc(C)cc2)no1 the results were Cav3 T inh -7.5*.
COc1ccc(NC(=O)COC(=O)CCCc2c[nH]c3ccccc23)cc1OC was read as Cav3 T inh 0.44.
Screening Cc1nc(-c2coc3cc(OCC(=O)O)ccc3c2=O)cs1 returned Cav3 T inh 0.45.
O=C1COc2ccc(C(=O)c3ccccc3C(=O)NCc3ccco3)cc2N1 was read as Cav3 T inh -3.
Screening CCCCn1c(Cc2ccccc2)nnc1SCC(=O)Nc1cc(C)on1 returned Cav3 T inh -0.032.
Screening Cc1ccc(SCC(=O)NNC(=O)C2CCCCC2)cc1 returned Cav3 T inh 1.2.
`COc1ccc(NC(C)C(=O)Nc2ccc(C#N)cc2)cc1Cl` (stereo not given) gave Cav3 T inh -0.43.
CSc1nc(C)cc(/C=C\c2ccccc2)c1C#N was read as Cav3 T inh -0.64.
C=C1C(C(=O)N2CCN(C)CC2)C1C(=O)N1CCN(C)CC1 (stereo not given) was read as Cav3 T inh -1.9.
`O=S(=O)(Nc1ccc2oc(-c3ccccc3)nc2c1)c1ccccc1` gave Cav3 T inh -2.6.
Screening CC(=O)NCCCc1c[nH]c2ccc(Cl)cc12 returned Cav3 T inh -0.43.
`O=S(=O)(NC1CCCC1)c1ccc(S(=O)(=O)NC2CCCC2)cc1` gave Cav3 T inh -2.5.
`OCCCn1c(C(CO)Nc2nc(-c3ccc(Cl)cc3)cs2)nc2ccccc21` (stereo not given) gave Cav3 T inh -0.65.
CCOC(=O)C1=C(O)/C(=C/c2cn(CC(=O)NCC3CCCO3)c3ccccc23)SC1=Nc1ccc(C)cc1 (stereo not given) was read as Cav3 T inh -1.3.
For Cc1ccc(C(=O)Nc2ccc(Cl)cn2)cc1S(=O)(=O)N1CCOCC1 the results were Cav3 T inh 0.86.
CCOC(=O)Cc1csc(SCc2nc3ccccc3c(=O)[nH]2)n1 was read as Cav3 T inh -0.42.
Cc1[nH]n(-c2ccccc2)c(=O)c1C1(C(F)(F)F)C(=O)N(c2ccccc2)C2=C1C(=O)CC(C)(C)C2 (stereo not given) was read as Cav3 T inh -0.23.

In the list so far, 3 contain a furan ring, fused or not.
For CC(=O)Nc1ccc(S(=O)(=O)Nc2ccc(NC(=O)c3ccco3)cc2)cc1 the results were Cav3 T inh 0.45.
CCSc1nc(N)c(C#N)c(-c2ccco2)c1C#N was read as Cav3 T inh -0.5.
O=C1COc2ccc(C(=O)c3ccccc3C(=O)NCc3ccco3)cc2N1 was read as Cav3 T inh -3.

Following part.
For COCCNC(=O)C1CC2Cn3c(nc4cc(Cl)c(Cl)cc43)C2N1C (stereo not given) the results were Cav3 T inh 0.41.
For CCOC(=O)C(C)Oc1cccc2c(=O)n(CC(=O)N3CCc4ccccc43)ccc12 (stereo not given) the results were Cav3 T inh -2.1.
`O=C(NC1(C(=O)NC2CCCC2)CCCCC1)c1ccc2c(c1)OCO2` gave Cav3 T inh 0.054.
`COc1cccc(CN2C[C@]34C=C[C@@H](C[C@@H]3S2(=O)=O)O4)c1` gave Cav3 T inh 0.45.
COc1ccc(-c2ccc(C#N)c(OC(=O)c3c(Cl)cccc3Cl)n2)cc1 was read as Cav3 T inh -1.8.
Screening Cc1cccc(C)c1NC(=O)CSc1nnc([C@@H]2CCCN2C(=O)OC(C)(C)C)o1 returned Cav3 T inh 0.04.
`CC1(C)CC(=NO)CC(C)(C)N1` gave Cav3 T inh 0.2.
Screening Cc1ccc(C)c(NC(=S)NNC(=O)c2csc3c2CCC(C)C3)c1 (stereo not given) returned Cav3 T inh -5.4*.
For C=CCNC(=O)c1onc(CSc2ccc(C)c(C)c2)c1C(=O)O the results were Cav3 T inh 0.023.
For O=C(Cn1cnc2c(cnn2-c2ccccc2)c1=O)N1CCN(c2ccc(F)cc2)CC1 the results were Cav3 T inh 0.92.
`Cc1cc(O)c(C(C)C)cc1N=C1CSC(=O)N1` gave Cav3 T inh -0.88.
Screening CC(C)COC(=O)N1CC(O)CC1C(=O)O (stereo not given) returned Cav3 T inh -0.033.
Screening CCCN1CC=C2C(C#N)=C(N)C(C#N)(C#N)C(c3cccc(OC)c3OC)C2C1 (stereo not given) returned Cav3 T inh -2.8.
For O=C(CSC(=S)N1CCOCC1)Nc1nc(-c2ccccc2)c(-c2ccccc2)o1 the results were Cav3 T inh -2.7.
O=C(CCn1c(=O)sc2ccccc21)NC1=NCCS1 was read as Cav3 T inh 0.94.
Screening O=S(=O)(NCc1cccnc1)c1ccc(Cl)c(Cl)c1 returned Cav3 T inh -0.22.
`N#Cc1c(NC(NC(=O)c2ccco2)C(=O)c2ccccc2)sc2c1CCCC2` (stereo not given) gave Cav3 T inh -2.9.
Screening CCc1ccccc1NC(=O)Cn1nnc(-c2cccs2)n1 returned Cav3 T inh -0.88.
Screening C=CCn1c(SCC(=O)Nc2ccc(C)cc2C)nnc1-c1cccnc1 returned Cav3 T inh 1.5.
`Cn1nc(C(F)(F)F)c(/C=N/OC(=O)c2ccccc2)c1Sc1ccc(Cl)cc1` gave Cav3 T inh -4.8.

By substructure, those above with a cyano group (six)
CCSc1nc(N)c(C#N)c(-c2ccco2)c1C#N was read as Cav3 T inh -0.5.
`COc1ccc(NC(C)C(=O)Nc2ccc(C#N)cc2)cc1Cl` (stereo not given) gave Cav3 T inh -0.43.
CSc1nc(C)cc(/C=C\c2ccccc2)c1C#N was read as Cav3 T inh -0.64.
COc1ccc(-c2ccc(C#N)c(OC(=O)c3c(Cl)cccc3Cl)n2)cc1 was read as Cav3 T inh -1.8.
Screening CCCN1CC=C2C(C#N)=C(N)C(C#N)(C#N)C(c3cccc(OC)c3OC)C2C1 (stereo not given) returned Cav3 T inh -2.8.
`N#Cc1c(NC(NC(=O)c2ccco2)C(=O)c2ccccc2)sc2c1CCCC2` (stereo not given) gave Cav3 T inh -2.9.

Next results follow:
For CCn1c(C(=O)N2CCCC(C(=O)NCCc3ccc(C)cc3)C2)cc2sccc21 (stereo not given) the results were Cav3 T inh -3.8.
`COCC(=O)NC1CCN(S(=O)(=O)c2ccc(C(=O)O)cc2)CC1` gave Cav3 T inh 1.1.
For CC(=O)c1cnc(SCCN2C(=O)c3ccccc3C2=O)nc1C the results were Cav3 T inh -0.17.
For O=C(CN(CCc1ccccc1)C(=O)CNS(=O)(=O)c1ccc(F)cc1)NCc1ccco1 the results were Cav3 T inh -2.4.
`COc1cccc(/C=N/NC(=O)CSCC(=O)Nc2ccccc2)c1O` gave Cav3 T inh -1.5.
Screening O=C(CSc1nc(C2CC2)nc2ccccc12)N1c2ccccc2Sc2ccc(C(F)(F)F)cc21 returned Cav3 T inh -1.8.
`CC1CCN(CC(O)COC2CCC(C(C)(C)C)CC2)CC1` (stereo not given) gave Cav3 T inh -0.43.
O=C(NCC1CCCO1)c1ccc(NC(=O)C2CCCCC2C(=O)O)cc1 (stereo not given) was read as Cav3 T inh 1.5.
For FC(F)(F)c1cnc(Oc2ccccc2-c2nnc(-c3ccc(Cl)cc3)o2)c(Cl)c1 the results were Cav3 T inh -1.9.
CC1CN(C(=O)C2CCCCC2)C(C)CN1C(=O)C1CCCCC1 (stereo not given) was read as Cav3 T inh 0.79.
COc1ccc(-c2cc(C(F)(F)F)nc(N3CCCCC3)n2)cc1OC was read as Cav3 T inh 0.028.
`O=C(CSc1n[nH]c(-c2ccncc2)n1)NC1CCS(=O)(=O)C1` (stereo not given) gave Cav3 T inh 0.36.
Screening COc1cc2ccccc2cc1C(=O)Nc1ccc(Cc2ccncc2)cc1 returned Cav3 T inh -0.076.
Screening COc1ccccc1OC(=O)c1cc(Cl)nc2ccccc12 returned Cav3 T inh -1.7.
`COc1cccc(CN2CCN(S(=O)(=O)c3ccc(Br)cc3)CC2)c1` gave Cav3 T inh -2.
`CCOC(=O)CSc1nnc(-c2ccc(NS(=O)(=O)c3ccc(C)cc3)cc2)o1` gave Cav3 T inh 1.1.
Screening O=c1cc(N2CCN(Cc3ccccc3)CC2)[nH]c(=O)n1Cc1ccc(F)cc1 returned Cav3 T inh -1.4.
Screening CN(C)C(/C=C/Nc1ccc(F)cc1)=C(C#N)C#N returned Cav3 T inh 0.4.
Cc1ccc(C(=O)Nc2nc(=O)n(C(=O)CC(C)C)s2)cc1 was read as Cav3 T inh -3.8.
For CCc1nnc(NC(=O)CSc2nnc(-c3ccc(S(=O)(=O)N(CC)CC)cc3)n2CC)s1 the results were Cav3 T inh 1.1.
Screening CCCCOCCCNC(=O)CN1C(=O)c2ccccc2C1=O returned Cav3 T inh 0.87.
For CC(=O)Nc1ccc(NC(=O)C2CCCN(c3nnc(-n4cccc4)s3)C2)cc1 (stereo not given) the results were Cav3 T inh 0.36.
`Cc1ccc(Nc2nc(-c3ccc(S(=O)(=O)N4CCOCC4)cc3)cs2)cc1` gave Cav3 T inh 0.83.
Screening CCCCCC(=O)N1CC2(C)CN(C(=O)CCCCC)CC(C)(C1)C2=O returned Cav3 T inh 1.2.
Screening COC(=O)c1ccc(C23CC4(C2)[C@H](CN(Cc2ccc(-c5ccccc5)cc2)[C@@H]4c2ccccc2)C3c2ccc(C(F)(F)F)cc2)cc1 (stereo not given in full) returned Cav3 T inh -0.55.
Cc1nn(C)c(C)c1S(=O)(=O)N1CCC(C(=O)NCC2COc3ccccc3O2)CC1 (stereo not given) was read as Cav3 T inh -0.31.
`CC(=O)c1c(C)[nH]c(C(=O)Nc2cccnc2)c1C` gave Cav3 T inh -0.025.
Screening COCCn1c(SCC(=O)NCc2ccc3c(c2)OCO3)nnc1-c1c[nH]c2ccccc12 returned Cav3 T inh -1.3.
`C=CC(=O)Nc1ccc(Br)cc1` gave Cav3 T inh 0.7.
